Screening data from PubChem BioAssay.
Wnt act: Wnt/beta-catenin pathway activation; Wnt/beta-catenin reporter cell assay, activator, plate reader; hit rate 1.2% among 300,000; activation, % at 9.35 µM; in the data active = activation above about 30%, passing the limit was not always enough; inconclusive = no clear call, values can overlap the other calls;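 also: 0% = neutral control wells and 100% = positive control wells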
CAL PDZ FP-1: human CAL PDZ-peptide interaction inhibition; Q9HD26; purified CAL PDZ, TMR-peptide fluorescence polarization, 1 h; inhibition, % at 20 µM; hit rate 0.02% among 330,000; AID 504414;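 active = highest replicate inhibition of at least 40%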;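 also: plate controls were DMSO neutral control wells for no effect and unlabeled competitor peptide control wells for full effect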
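Test system: purified CerCALP PDZ construct; Compound dosing: one concentration, 20 µM compound; Also added: TMR-labelled reporter peptide T*-PRC34 bound in PDZ groove; Read-out: inhibition from polarization loss; Controls: unlabelled peptide and DMSO controls; Signal: FP readout, S and P plane fluorescence; Incubation: 1 h at RT.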
SR-BI HDL uptake: inhibitors of mouse SR-BI mediated HDL lipid uptake. hit rate 0.96% among 320,000. ldlA[mSR-BI] CHO cells, DiI-HDL uptake fluorescence, 3 h. Q61009. inhibition, % at 12.5 µM;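 active = mean replicate inhibition of at least 70% and a set share of replicates each scoring 70 or more; inconclusive = meets just one of the two criteria; inactive = fails both criteria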;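 also: 0% = median of neutral control wells and 100% = median of positive control wells; values of inactives mirror those of a sister screen read the other way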
Target sequence (Q61009 whole entry, looked up): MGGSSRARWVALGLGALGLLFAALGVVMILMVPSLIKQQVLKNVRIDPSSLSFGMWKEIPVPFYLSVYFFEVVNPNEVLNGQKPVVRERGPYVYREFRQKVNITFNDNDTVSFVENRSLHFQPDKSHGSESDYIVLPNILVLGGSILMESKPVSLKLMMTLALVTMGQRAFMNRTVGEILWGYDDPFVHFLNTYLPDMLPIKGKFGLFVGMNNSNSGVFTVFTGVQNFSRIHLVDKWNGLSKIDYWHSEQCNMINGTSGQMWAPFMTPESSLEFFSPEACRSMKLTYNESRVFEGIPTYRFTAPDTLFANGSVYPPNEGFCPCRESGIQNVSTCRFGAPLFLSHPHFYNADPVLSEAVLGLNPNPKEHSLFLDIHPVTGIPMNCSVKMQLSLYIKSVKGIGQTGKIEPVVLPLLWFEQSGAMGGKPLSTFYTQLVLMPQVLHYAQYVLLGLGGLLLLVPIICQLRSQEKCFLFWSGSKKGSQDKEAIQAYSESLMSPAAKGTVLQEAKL
CAL PDZ FP-2: inhibitors of human CAL PDZ peptide binding | Q9HD26 | purified CAL PDZ, TMR-peptide fluorescence polarization, 1 h | inhibition, % at 24.9 µM | hit rate 0.92% among 300,000 | AID 602252;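 active = mean inhibition of at least 30% with at least half of replicates also reaching 30%; inconclusive = no clear call, values can overlap the other calls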;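 also: 0% = DMSO neutral control and 100% = excess unlabeled competitor peptide PRC23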
MITF TRPM1 HTS: increases MITF-driven TRPM1 promoter luciferase signal | SK-MEL-5 TRPM1-promoter luciferase, 24 h; % of positive control, neutral wells = 0 | activation, % at 12.5 µM | hit rate 0.75% among 300,000 | AID 588334;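 active = mean activation of at least 80% with every replicate also reaching 80%; inconclusive = mean reaches 80% but some replicate falls short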;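 also: 0% = neutral control wells and 100% = parthenolide positive control wells; values of inactives mirror those of a sister screen read the other way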
phage Ecoli inh: E. coli growth loss with phage present; growth absorbance; inhibition, % at 11.9 µM; hit rate 0.26% among 360,000; in the data active = inhibition above about 11%
Tat transport: E. coli Tat transport inhibition. E. coli MC4100 TorA-mCherry Tat export, fluorescence. inhibition, % at 10 µM. hit rate 0.036% among 340,000. AID 488895;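 active = mean replicate inhibition at least 50% and at least half of replicates individually reaching 50%; inconclusive = only one of the two criteria met; inactive = neither criterion met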;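 also: exported cargo escapes ClpAP degradation while cytoplasmic cargo is degraded and loses fluorescence; 0% = median of neutral control wells and 100% = median of NaSCN control wells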
E coli growth: bacterial growth inhibition, counter-screen for AddAB inhibitors | E. coli V3065 growth, OD600 absorbance, 18 h | inhibition, % at 11.9 µM | hit rate 0.27% among 330,000 | AID 449728;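 active = inhibition above the campaign's mean inhibition across all tested compounds plus 3 SD, cut at about 9.9% in these data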;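 also: uninfected addAB+ strain grown without phage in ampicillin broth; 0% = DMSO wells and 100% = ciprofloxacin 0.95 µg/ml wells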
AddAB inh: less growth of phage-infected E. coli with AddAB. E. coli expressing H. pylori AddAB, absorbance growth. inhibition, % at 11.9 µM. hit rate 0.29% among 330,000; in the data active = inhibition above about 12%;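 also: 0% = vehicle wells of infected cells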
SR-BI DiI-HDL act: SR-BI HDL lipid transfer activation; CHO ldlA[mSR-BI] cells, DiI-HDL uptake fluorescence, 3 h; 100 = double the neutral-control signal; activation, % at 12.5 µM; hit rate 0.096% among 320,000; AID 504775;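 active = mean replicate activation of at least 60% and every replicate at or above 60%; inconclusive = mean or all-replicate condition met, but not both; inactive = mean below 60% and not all replicates reaching 60%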;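 also: 0% = median plate neutral-control signal and 100% = twice that signal; values of inactives mirror those of a sister screen read the other way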
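system = CHO ldlA[mSR-BI] cells, LDL receptor-null, SR-BI overexpressing | medium = Ham's F12 with 0.5% BSA, HEPES 25 mM, pH 7.4 | probe or stimulus = DiI-HDL 10 µg/mL | compound dosing = single-point compound dose | incubation = compound exposure 3 h, 37 °C | technique = DiI fluorescence, bottom read | read-out = cell-associated DiI fluorescence as measure of HDL uptake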
* marks the source's active call; other numbers are inactive results; u = inconclusive; x = no result given.

SMILES,Wnt act,CAL PDZ FP-1,SR-BI HDL uptake,CAL PDZ FP-2,MITF TRPM1 HTS,phage Ecoli inh,Tat transport,E coli growth,AddAB inh,SR-BI DiI-HDL act
O=c1oc(-c2cccnc2)nc2ccccc12,x,0.0,-37,-5,-5,2.5,-2,-0.7,3.3,37
O=C(CNc1cccc(S(=O)(=O)N2CCOCC2)c1)Nc1ccc(C(F)(F)F)cc1,0,-2.5,-23,-3,-11,6.2,-4,-0.5,-1.2,23
N#Cc1ccccc1NC(=O)CSc1nnc(-c2ccc(F)cc2)n1-c1ccccc1,0,0.4,6,-3,5,3.0,18,x,x,-6
CCCNC(=O)N1CCC(Cc2ccccc2)CC1,1,-2.2,0,-3,23,0.1,6,3.8,1.4,0
COc1cc(NC(=O)CN2C(=O)NC(c3ccccc3)(c3ccccc3)C2=O)c(C)cc1[N+](=O)[O-],-2,-0.2,53,-2,7,2.3,-8,-1.3,3.0,-53
COc1ccc(C2C3=C(CC(C)(C)CC3=O)Oc3ncn(CC(C)C)c(=N)c32)cc1 (stereo not drawn),x,0.0,-7,-2,17,4.0,5,0.0,4.2,7
CCCS(=O)(=O)N1CCC(C(=O)c2cccc(C(F)(F)F)c2)CC1,-1,-1.1,23,1,1,3.3,1,0.8,0.2,-23
COc1ccc(S(=O)(=O)N(C)C[C@H]2Oc3c(NS(=O)(=O)c4cn(C)cn4)cccc3C(=O)N([C@H](C)CO)C[C@@H]2C)cc1,0,0.4,4,-1,-1,1.4,-2,-1.1,1.4,-4
CCOc1ccc(-c2nnn(CC(=O)NCCc3c[nH]c4ccccc34)n2)cc1,x,0.0,13,-2,x,2.0,-6,-1.4,2.9,-13
Cc1noc(C)c1S(=O)(=O)N1CCCC(C(=O)N2CCC(C)CC2)C1 (stereo not drawn),-1,x,1,-1,-2,1.6,31,-0.8,0.6,-1
COc1ccccc1/C=C\C=N\NC(=O)c1ccco1,0,-1.1,21,-3,36,3.5,11,1.0,2.5,-21
Cc1ccc(/C=N/NC(=O)Cc2cccn2C)cc1,12,0.3,4,-5,28,1.5,1,-3.2,-1.8,-4
COc1cccc2sc(=NC(=O)CS(=O)(=O)c3ccc(Cl)cc3)n(C)c12,-12,-3.1,-3,-2,-4,1.9,-12,1.4,-0.3,3
O=C(CSc1nncs1)NCCNC(=O)CSc1nncs1,-4,-2.7,12,-4,-3,3.0,3,2.2,1.7,-12
O=C(Nc1nnc(-c2ccccc2)s1)c1cc(S(=O)(=O)N2CCOCC2)c(Cl)cc1Cl,-1,-1.1,-5,1,6,0.7,-1,-2.4,0.7,5
COC(C[C@H](O)C[C@@H](O)COCc1ccccc1)OC,-3,0.1,1,1,7,1.9,9,x,x,-1
Cc1ncc(CO)c2cc(C(=O)Nc3ccccc3Cl)c(=Nc3cccc(C(N)=O)c3)oc12,-1,1.4,-12,1,-5,0.1,-5,-1.4,1.2,12
Cc1ccc2c(c1)C(=O)C(=O)N2CC(=O)Nc1ccc(N2CCOCC2)cc1,1,-8.2,4,-9,-4,0.8,0,0.2,0.7,-4
C/C(CC1CC(C)OC1=O)=N\NC(N)=S (stereo not drawn),-14,-0.3,u,6,-1,6.1,4,-3.0,2.8,-72
CC(C)c1ccc(S(=O)(=O)N2CCCCC2)cc1,9,-0.8,5,-2,5,2.4,0,0.2,1.8,-5
Cc1cc(C)c(S(=O)(=O)Nc2ccccc2-c2ccccc2)c(C)c1,-11,-0.3,8,-3,-4,0.9,-12,1.0,5.1,-8
COC(=O)c1ccc2c(=O)n(-c3ccccc3F)c(=S)[nH]c2c1,-1,-1.5,-9,-1,-6,1.4,6,-1.3,-0.4,9
c1ccc(-c2nnc(CSc3nnc(-c4cccs4)o3)o2)cc1,-2,-0.8,-2,-2,-1,2.3,-3,0.5,1.0,2
COc1ccc(CNC(=O)CSc2nc3ccc(OC)cc3[nH]2)cc1,0,-0.6,6,-4,x,1.8,6,1.2,1.6,-6
Cc1cc(-c2nc(C)c(C(=O)NNS(=O)(=O)c3ccccc3)s2)no1,0,x,x,x,x,3.8,x,-0.3,1.4,x
O=C(CN1C(=O)c2ccccc2S1(=O)=O)N1CCc2ccccc21,-31,1.2,4,-18,x,2.1,-3,1.7,3.3,-4
Cc1nc2ccc3nc(NC(=O)c4ccc5c(c4)OCCO5)sc3c2s1,x,-3.6,67,-1,20,1.5,-3,-2.4,2.4,-67
Cc1ccccc1NC(=O)CSc1n[nH]c(-c2ccccn2)n1,0,-2.7,-16,-3,-4,-3.4,0,-3.2,-0.2,16
Cc1cccc(NC(=O)/C(C#N)=C/c2cn(CC(=O)NCc3ccco3)c3ccccc23)c1C,-7,-3.2,30,-1,-29,1.7,-13,-1.5,1.3,-30
CC1CCN(C(=O)c2ccccc2NC(=O)c2cccs2)CC1,-2,-1.3,-29,-4,-8,2.9,-8,0.7,2.1,29
O/N=C1/CCCCC1c1ccccn1 (stereo not drawn),x,0.0,-23,-7,6,1.3,0,-1.5,3.6,23
O=C(CN1C(=O)C(=O)c2ccccc21)c1ccc(Cl)cc1,1,-0.9,-16,-1,x,3.5,1,-1.6,2.6,16
CN(C)CCCN(C(=O)c1ccc(Br)s1)c1nc2cc3c(cc2s1)OCCO3,2,-5.0,30,-4,-16,3.2,2,-1.9,-3.2,-30
COc1ccc(Cl)cc1NC(=S)NCc1ccco1,x,-0.8,14,x,-3,2.1,-3,1.2,2.8,-15
O=C(Nc1ccc(S(=O)(=O)N2CCCC2)cc1)c1ccc([N+](=O)[O-])o1,x,-0.1,36,-5,x,x,-2,5.8,6.5,-36
CCOc1ccc(CCNC(=O)CN2C(=O)NC3(CCCCC3C)C2=O)cc1OCC (stereo not drawn),-2,-2.8,9,-1,4,3.1,0,2.5,-0.6,-9
O=C(Nc1ccc(Cl)cc1)Nc1ccccc1C(=O)NCc1ccco1,40*,-3.9,26,-3,25,2.7,5,1.1,1.6,-26
CCCCC(=O)NCCc1cc2c(C)ccc(C)c2[nH]c1=O,-2,0.4,-8,x,1,1.8,-5,-1.4,1.7,8
CCOC(=O)C1=CC[C@H]2c3c(c4ccccc4n3C)C(=O)C1N2Cc1ccccc1,5,0.4,17,-8,-2,2.6,-8,2.0,3.2,-17
CC(=O)c1ccc(N(C(=O)CNC(=O)c2cccs2)C(C(=O)NCC2CCCO2)c2ccccc2)cc1 (stereo not drawn),-4,-2.3,-23,0,2,0.6,4,-0.3,1.0,23
CCOC(=O)C1=C(C)N(C[C@@H]2CC[C@@H](Cc3ccc4cc(OC)ccc4c3)O2)C(=O)NC1c1ccc(OC)cc1 (stereo partly drawn),-2,-0.5,38,1,-15,2.4,-2,0.9,-0.2,-38
O=S(=O)(NCc1ccc2c(c1)OCO2)c1ccc2oc3ccccc3c2c1,x,-2.2,-7,x,-17,2.5,-2,-1.7,1.9,7
Cc1nc2ccc(NC(=O)N3CCOCC3)cc2s1,12,-4.0,-22,-3,-5,2.4,1,0.2,2.0,22
CCN(CC)S(=O)(=O)c1cccc(C(=O)NCC(=O)OCC(=O)NCc2ccccc2)c1,-3,-1.2,31,-1,-6,3.2,-6,0.0,2.6,-31
CC(C)Oc1ccc(C(=O)O)c(C(=O)O)c1,-20,-1.4,-18,x,-7,1.2,-6,1.7,2.4,18
O=C(OCC(=O)N(c1ccccc1)C1CCCCC1)c1ccc(CO)cc1,-1,0.9,1,-1,7,0.7,-16,1.7,1.9,-1
CC1=C(C(=O)NCc2ccccn2)C2(CCC(C)CC2)OC1=O (stereo not drawn),0,0.0,-14,5,-9,0.1,-5,-1.1,-1.2,14
O=C1c2ccccc2C(Nc2ccc3c(c2)OCCO3)N1Cc1ccc2c(c1)OCO2 (stereo not drawn),-5,-1.1,3,x,x,2.6,10,-2.4,6.7,-3
COc1ccc2nc(SCC(=O)NCc3ccc4c(c3)OCO4)[nH]c2c1,x,-0.2,5,-1,10,1.5,-2,1.8,1.5,-5
Cc1cccc(NC(=O)C2CCN(C(=O)N3CCOc4ccccc43)CC2)c1C,13,-0.6,16,2,x,0.3,1,-1.3,-1.4,-16
CCc1ccccc1NC(=O)CCN1C(=O)C2CC=CCC2C1=O (stereo not drawn),-2,-0.6,-4,x,-2,-0.9,-7,1.8,2.1,4
COC(=O)C1=CO[C@@H](O[C@@H]2O[C@H](CO)[C@@H](O)[C@H](O)[C@H]2O)C2C1C=C[C@@]2(O)CO (stereo partly drawn),0,1.1,-18,-5,7,1.4,1,-0.9,-0.7,18
CCN(CC#CCC(O)(c1ccccc1)C1CCCC1)C(C)C (stereo not drawn),x,x,-6,-2,-2,1.2,4,-1.6,-0.1,6
CN(CC(=O)Nc1sccc1C#N)Cc1ccccc1,-4,-1.1,-18,2,-2,1.9,-1,-1.9,1.5,18
CC(NC(N)=O)C(=O)OCc1ccc(Cl)cc1Cl (stereo not drawn),-9,-2.4,-19,-8,8,0.6,4,-3.0,0.8,19
CCOc1ccc(C(=O)Nc2ccccc2OC(F)F)cc1,7,0.6,19,-2,16,2.2,-5,0.2,0.3,-19
O=C(COC(=O)c1ccc(Br)cc1)NCCC1=CCCCC1,2,-0.6,3,14,3,0.9,-14,-0.6,-3.2,-3
COc1ccc(C(=O)NNC(=O)c2ccncc2)cc1[N+](=O)[O-],0,0.4,1,-2,2,4.2,2,0.7,0.5,-1
O=S(=O)(N1CCOCC1)n1c(Cc2ccccc2)nc2ccccc21,x,-0.4,-5,-5,34,0.1,11,0.7,0.4,5
CN(C)CCCNC(=O)c1ccc(-c2ccccc2)cc1,-1,x,-27,-6,-2,-0.7,0,0.3,1.6,27

(listing goes on)
SMILES,Wnt act,CAL PDZ FP-1,SR-BI HDL uptake,CAL PDZ FP-2,MITF TRPM1 HTS,phage Ecoli inh,Tat transport,E coli growth,AddAB inh,SR-BI DiI-HDL act
CC(=O)c1cccc(NC(=O)CCCSc2ccccc2)c1,7,-0.2,-11,2,8,3.8,-3,0.2,3.2,11
COc1ccc2c(=O)c(N3C(=O)c4ccccc4C3=O)c(C)oc2c1,-1,-2.0,6,-1,5,-1.3,-3,0.0,1.3,-6
COCc1cc(C)nc(OCC(=O)N/N=C/c2ccccc2)c1C#N,2,-0.4,1,-3,-13,0.8,0,-2.5,1.1,-1
N=c1n(CCN2CCCCC2)c2ccccc2n1CC(=O)c1ccc(Cl)c(Cl)c1,-1,x,x,x,x,1.1,x,-3.9,0.5,x
O=C(Nc1cc(C(F)(F)F)ccc1N1CCOCC1)c1ccc(Cl)nc1,x,x,63,-3,-3,3.8,-7,1.6,-1.9,-63
C=CCN(C(=O)CC(NC(C)=O)c1ccccc1)c1nc(-c2ccc(S(C)(=O)=O)cc2)cs1 (stereo not drawn),5,-2.7,38,-12,48,0.5,-3,-0.4,0.6,-38
